Source: PubChem BioAssay (several laboratories)
GPR7 antag – human neuropeptides B/W receptor 1 antagonism | GPR7-expressing cells, fluorescence antagonist assay | inhibition, % at 4.4 µM | 1.1% of 290,000 active; in the data active means inhibition above about 16%, passing the limit was not always enough;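 further: cells stimulated with the agonist NPW; 0% = agonist with vehicle and 100% = vehicle without agonist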
Target sequence (P48145 whole entry, looked up): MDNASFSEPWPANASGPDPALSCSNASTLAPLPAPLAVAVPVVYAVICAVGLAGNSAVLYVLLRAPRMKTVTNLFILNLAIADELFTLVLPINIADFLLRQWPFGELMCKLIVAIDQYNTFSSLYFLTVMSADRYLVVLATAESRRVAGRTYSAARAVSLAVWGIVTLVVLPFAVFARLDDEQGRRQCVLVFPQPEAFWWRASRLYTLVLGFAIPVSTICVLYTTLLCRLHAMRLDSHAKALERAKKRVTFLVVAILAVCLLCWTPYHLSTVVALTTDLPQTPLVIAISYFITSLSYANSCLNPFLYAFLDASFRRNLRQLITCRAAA
GalR3 antag – human GalR3 antagonism | 0.44% of 360,000 active | HEK293 GalR3-CNG cAMP membrane potential fluorescence; galR3 body fused to GalR1 C-terminus | O60755 | inhibition, % at 3 µM | AID 651719;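 active means inhibition above the screen-wide average plus 3 SD, cut at about 13% in these data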;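 further: forskolin and galanin both at EC90 stimulate the cells; cAMP rise reported by CNG channel membrane potential dye signal; 0% = forskolin plus galanin with DMSO and 100% = forskolin alone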
Target sequence (O60755 1-299 limits assumed): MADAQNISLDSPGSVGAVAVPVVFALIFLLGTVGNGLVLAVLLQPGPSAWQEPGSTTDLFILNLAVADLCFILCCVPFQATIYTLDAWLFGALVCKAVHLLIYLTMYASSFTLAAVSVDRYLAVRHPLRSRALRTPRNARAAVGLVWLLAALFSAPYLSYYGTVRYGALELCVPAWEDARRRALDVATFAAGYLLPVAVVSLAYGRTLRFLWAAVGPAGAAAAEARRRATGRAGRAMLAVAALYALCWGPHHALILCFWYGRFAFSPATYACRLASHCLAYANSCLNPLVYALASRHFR
NALP1 yeast inh – inhibitors of NALP1 inflammasome in yeast; 0.61% of 280,000 active; inhibition, % at 10 µM; S. cerevisiae NALP1/ASC/caspase-1 growth, X-gal OD620, 72 h; in the data active means inhibition mostly above about 24%, no sharp cut-off; inactive means mostly below about 32%; further: some compounds called inactive have numbers as strong as hits
MEKK2wt PB1 HTS – raises or lowers MEK5 binding to wildtype human MEKK2 PB1 domain; bead flow cytometry, Alexa488-MEK5 binding to MEKK2 WT; actives lie on both sides; binding response (% of control), % at 10 µM; 1.1% of 290,000 active; AID 1531; in the data active means binding response below about 67% or above about 130%
MEKK2 mut-MEK5 – signal of MEK5 binding to mutant human MEKK2 PB1 domain. bead flow cytometry, Alexa488-MEK5 binding to MEKK2 mutant. percent response, % at 10 µM. 0.35% of 290,000 active. AID 1530; in the data active means percent response above about 24%, passing the limit was not always enough; further: inactives centre near 1; some results filed as inactive read as strong as hits
OXTR ag – activates the human oxytocin receptor | P30559 | CHO-OTR cells, Fluo-8 calcium fluorescence; normalized: DMSO 0%, oxytocin 100% | activation, % at 3 µM | 0.32% of 320,000 active;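 active means activation above the mean of all tested compounds plus 3 SD, cutoff set per screening run, cut at about 20% in these data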;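 further: peak over basal fluorescence ratio from a 100 s FLIPR kinetic read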
PfM18AAP inh – blocks P. falciparum M18 aspartyl aminopeptidase; recombinant PfM18AAP, H-Glu-NHMec fluorogenic cleavage; inhibition, % at 7.35 µM; 1.2% of 290,000 active; AID 1822;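 active means inhibition above the campaign mean inhibition over all tested compounds plus 3 SD, cut at about 28% in these data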;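 further: 0% = plate median of test compound wells and 100% = 2 mM ZnCl2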
V1aR counter – V1a receptor agonism, counter-screen for OXTR agonists; 0.25% of 320,000 active; activation, % at 3 µM; CHO-V1R cells, Fluo-8 calcium fluorescence, agonist mode; 0% DMSO, 100% 3 nM vasopressin; AID 2797; P37288;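 active means activation above the mean activation of all tested compounds plus 3 SD, per screening run, cut at about 20% in these data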;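 further: signal is peak over basal fluorescence ratio across a 100 second FLIPR read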
Target sequence (P37288 whole entry, looked up): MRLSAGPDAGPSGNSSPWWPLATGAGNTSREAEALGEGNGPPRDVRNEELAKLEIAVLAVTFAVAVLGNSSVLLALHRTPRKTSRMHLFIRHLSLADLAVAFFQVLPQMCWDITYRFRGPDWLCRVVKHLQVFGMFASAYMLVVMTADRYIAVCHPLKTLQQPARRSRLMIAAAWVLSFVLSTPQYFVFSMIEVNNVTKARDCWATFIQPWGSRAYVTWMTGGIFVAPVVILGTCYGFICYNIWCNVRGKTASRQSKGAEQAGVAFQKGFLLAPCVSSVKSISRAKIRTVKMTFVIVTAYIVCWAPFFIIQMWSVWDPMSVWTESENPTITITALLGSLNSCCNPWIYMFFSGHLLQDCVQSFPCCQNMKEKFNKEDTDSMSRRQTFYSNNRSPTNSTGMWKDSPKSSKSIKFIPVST
OXTR potentiate – potentiators of human oxytocin receptor | P30559 | CHO-OTR cells, Fluo-8 calcium fluorescence, potentiator mode; 0% = oxytocin EC15, 100% = EC100 | activation, % at 3 µM | 0.061% of 320,000 active | AID 2445;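 active means activation above that plate's cutoff, the mean activation of tested compounds plus 3 SD, cut at about 6.6% in these data, passing the limit was not always enough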;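 further: 100% uses oxytocin at 75 nM as the full agonist control; some results filed as inactive read as strong as hits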
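Dosing: Single dose, 3.0 µM nominal final compound concentration | Material: Human OTR in CHO cells | Technique: Kinetic Fluo-8 calcium fluorescence | Benchmarks: EC15 oxytocin alone as 0%, 75 nM oxytocin as 100% | Probe or stimulus: Oxytocin at about EC15, sub-maximal agonist stimulus | Incubation: Compound 6 min at room temperature before oxytocin, 100 s read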
Starred values were filed as active, the others as inactive.

`CC(C)C(NS(=O)(=O)c1cc(C(=O)O)ccc1Cl)C(=O)O` (configuration not stated) gave GPR7 antag 1, GalR3 antag 4, NALP1 yeast inh 4, MEKK2wt PB1 HTS 99, MEKK2 mut-MEK5 -5, OXTR ag 0.4, PfM18AAP inh -4, V1aR counter 0.3 and OXTR potentiate 3.
Cn1c(N)nc2nc(CCc3ccccc3)c(=O)[nH]c2c1=O was read as GPR7 antag 7, GalR3 antag 6, NALP1 yeast inh 21, MEKK2wt PB1 HTS 92, MEKK2 mut-MEK5 -6, OXTR ag 1.7, PfM18AAP inh 0, V1aR counter 0.9 and OXTR potentiate -2.
Screening CC(NC(=O)Cc1ccc(NC2=NC3CS(=O)(=O)CC3S2)cc1)c1ccccc1 (configuration not stated) returned GPR7 antag -6, NALP1 yeast inh 15, MEKK2wt PB1 HTS 99, MEKK2 mut-MEK5 0, OXTR ag -1.0, PfM18AAP inh 3, V1aR counter 0.8 and OXTR potentiate 0.
Screening CC1CCN(c2ncnc3nc[nH]c23)CC1 returned GPR7 antag -5, GalR3 antag 3, NALP1 yeast inh 25, MEKK2wt PB1 HTS 109, MEKK2 mut-MEK5 11, OXTR ag 1.2, PfM18AAP inh 1, V1aR counter 0.8 and OXTR potentiate -4.
`CCOc1ccc(S(=O)(=O)N(C)c2ccc(OCC(=O)NC3=NCCS3)cc2)cc1` gave GPR7 antag 1, GalR3 antag -5, NALP1 yeast inh 10, MEKK2wt PB1 HTS 108, MEKK2 mut-MEK5 0, OXTR ag 0.2, PfM18AAP inh 2, V1aR counter 1.4 and OXTR potentiate -12.
`COc1ccccc1OCC(=O)Nc1nc(-c2ccc(S(=O)(=O)N3CCOCC3)cc2)cs1` gave GPR7 antag 6, GalR3 antag -5, MEKK2wt PB1 HTS 105, MEKK2 mut-MEK5 -2, OXTR ag 1.2, PfM18AAP inh -5, V1aR counter 0.6 and OXTR potentiate -22.
`CC(=O)Nc1ccc(OCC(O)Cn2ccnc2)cc1` (configuration not stated) gave GPR7 antag 2, GalR3 antag -5, NALP1 yeast inh 5, MEKK2wt PB1 HTS 89, MEKK2 mut-MEK5 -7, OXTR ag 0.1, PfM18AAP inh -8, V1aR counter 1.2 and OXTR potentiate -5.
`Cc1n[nH]c(C)c1CCC(=O)N/N=C/c1c(C)[nH]c2ccccc12` gave GPR7 antag -10, GalR3 antag 1, MEKK2wt PB1 HTS 107, MEKK2 mut-MEK5 14, OXTR ag 0.5, PfM18AAP inh 7, V1aR counter -1.2 and OXTR potentiate -3.
CCOC(=O)CC(=O)Nc1ncnc2c1C(c1ccccc1)c1c(ccc3ccccc13)O2 (configuration not stated) was read as GalR3 antag -8, OXTR ag -2.1, V1aR counter -0.8 and OXTR potentiate -7.
`CC(C)CCN1C(=O)c2ccc(C(=O)NCC3CCCO3)cc2C1=O` (configuration not stated) gave GPR7 antag 5, GalR3 antag -5, NALP1 yeast inh 12, MEKK2wt PB1 HTS 98, MEKK2 mut-MEK5 4, OXTR ag 0.5, PfM18AAP inh -8, V1aR counter 1.2 and OXTR potentiate -8.
`COc1ccc2[nH]c3c(=O)n(N)c(C)nc3c2c1` gave GPR7 antag -2, GalR3 antag -3, NALP1 yeast inh 10, MEKK2wt PB1 HTS 107, MEKK2 mut-MEK5 1, OXTR ag -2.2, PfM18AAP inh -2, V1aR counter -1.2 and OXTR potentiate 3.
For OCCOc1cccc(CN2CCC(CO)(CCOc3ccccc3)CC2)c1 the results were GPR7 antag -2, GalR3 antag -2, NALP1 yeast inh 7, MEKK2wt PB1 HTS 102, MEKK2 mut-MEK5 1, OXTR ag 1.3, PfM18AAP inh 1, V1aR counter -0.3 and OXTR potentiate 1.
For CCC(C)COC(c1ccccc1)(c1ccccc1)C(Oc1nc(C)cc(C)n1)C(=O)O (configuration not stated) the results were GPR7 antag -5, GalR3 antag -6, MEKK2wt PB1 HTS 103, MEKK2 mut-MEK5 1, OXTR ag -1.5, PfM18AAP inh -5, V1aR counter -0.5 and OXTR potentiate -16.
`CCN(CC(=O)NCc1ccc(Cl)cc1)C(=O)CSc1ccc(F)cc1` gave GalR3 antag 1, OXTR ag -1.2, V1aR counter 1.8 and OXTR potentiate -3.
CCCc1cc(=O)[nH]c(SCC(=O)OCc2ccccc2)n1 was read as GPR7 antag 0, GalR3 antag -3, NALP1 yeast inh 12, MEKK2wt PB1 HTS 104, MEKK2 mut-MEK5 -2, OXTR ag -0.5, PfM18AAP inh 1, V1aR counter 0.1 and OXTR potentiate -18.
`COc1ccc(C)cc1NC(=O)CSc1nnc(CC(=O)Nc2ccccc2F)n1C` gave GPR7 antag -7, GalR3 antag -1, NALP1 yeast inh 4, MEKK2wt PB1 HTS 103, MEKK2 mut-MEK5 6, OXTR ag -1.3, PfM18AAP inh -11, V1aR counter -0.4 and OXTR potentiate -2.
O=C(O)c1ccc(Oc2ccc(S(=O)(=O)c3ccc(C(=O)O)c(C(=O)O)c3)cc2)cc1 was read as GPR7 antag -11, GalR3 antag -3, NALP1 yeast inh 6, MEKK2wt PB1 HTS 124, MEKK2 mut-MEK5 17 and PfM18AAP inh -13.
`CN(CC(=O)N1CCCC1)S(=O)(=O)c1cccc(Cl)c1` gave GPR7 antag 6, GalR3 antag 4, NALP1 yeast inh 11, MEKK2wt PB1 HTS 102, MEKK2 mut-MEK5 3, OXTR ag 1.0, PfM18AAP inh -5, V1aR counter 0.1 and OXTR potentiate -4.
CCCCCCc1cc2cc(C(=O)Nc3ccccc3)c(=O)oc2cc1O was read as GPR7 antag -3, GalR3 antag -7, NALP1 yeast inh 17, MEKK2wt PB1 HTS 97, MEKK2 mut-MEK5 -2, OXTR ag -0.7, PfM18AAP inh 4, V1aR counter 0.2 and OXTR potentiate -6.
`CCCC(C(=O)NC(C)(C)C)N(Cc1ccc(F)cc1)C(=O)c1snc(C(N)=O)c1N` (configuration not stated) gave GPR7 antag -10, GalR3 antag -4, NALP1 yeast inh -13, MEKK2wt PB1 HTS 106, MEKK2 mut-MEK5 7, OXTR ag -3.0, PfM18AAP inh 1, V1aR counter -1.3 and OXTR potentiate 0.
Screening CCCN1CCN(CCCNC(=O)Cn2nc(-c3ccc(Cl)cc3)ccc2=O)CC1 returned GPR7 antag -9, GalR3 antag -9, NALP1 yeast inh -7, OXTR ag -0.7, PfM18AAP inh 3, V1aR counter 0.7 and OXTR potentiate -1.
For Cc1ccc(S(=O)(=O)N2CCOCC2)cc1NC(=O)CN1C(=O)NC2(CCCC2)C1=O the results were GalR3 antag -5, OXTR ag 0.5, V1aR counter 0.2 and OXTR potentiate -6.
`Cc1ccc(C(=O)NC(C#N)=C(Cl)Cl)cc1` gave GPR7 antag 3, GalR3 antag 11, NALP1 yeast inh -2, MEKK2wt PB1 HTS 91, MEKK2 mut-MEK5 -1 and PfM18AAP inh 2.
Screening COc1ccc(CCNC(=O)C2CCN(C(=O)c3ccc(Cl)cc3)CC2)cc1 returned GPR7 antag -4, GalR3 antag -10, NALP1 yeast inh 7, MEKK2wt PB1 HTS 109, MEKK2 mut-MEK5 7, OXTR ag -0.6, PfM18AAP inh -3, V1aR counter 1.0 and OXTR potentiate -4.
For COc1ccc2c(c1)CC[C@@H]1[C@@H]2CC[C@]2(C)[C@@H](C(=O)O)C[C@@H]12 the results were GalR3 antag -2, OXTR ag 0.4, V1aR counter 0.4 and OXTR potentiate -1.
For O=C(NCCN1C(=O)S/C(=C\c2ccccc2)C1=O)c1cc(S(=O)(=O)N2CCOCC2)c(Cl)cc1Cl the results were GPR7 antag -4, GalR3 antag -2, NALP1 yeast inh 26, MEKK2wt PB1 HTS 108, MEKK2 mut-MEK5 17, OXTR ag 14, PfM18AAP inh 4, V1aR counter 8.6 and OXTR potentiate -12.
Screening C=CCC1(CC=C)CCCN1C(=O)c1cc(COc2cncc(Cl)c2)on1 returned GPR7 antag 38*, GalR3 antag 45*, NALP1 yeast inh -4, MEKK2wt PB1 HTS 102, MEKK2 mut-MEK5 5, OXTR ag 3.8, PfM18AAP inh 8, V1aR counter 7.5 and OXTR potentiate -17.
Screening Nc1nc(SCc2ccccc2Cl)nc2nc3c(cc12)CCCC3 returned GPR7 antag 17, GalR3 antag -10, NALP1 yeast inh 6, MEKK2wt PB1 HTS 106, MEKK2 mut-MEK5 6, OXTR ag -1.1, PfM18AAP inh -3, V1aR counter -1.2 and OXTR potentiate -6.
Screening COc1ccc(N2CCN(C(CNS(=O)(=O)c3ccc(C)cc3)c3ccccc3)CC2)cc1 (configuration not stated) returned GalR3 antag 2, OXTR ag -1.4, V1aR counter -0.8 and OXTR potentiate -8.
`CCOCCCNC(=O)c1ccc2c(c1)N=C(CC)c1cc(Br)ccc1S2` gave GPR7 antag -13, GalR3 antag 5, NALP1 yeast inh 14, MEKK2wt PB1 HTS 95, MEKK2 mut-MEK5 -4, OXTR ag -2.3, PfM18AAP inh 2, V1aR counter 0.0 and OXTR potentiate -16.
For Cc1ccnc(NS(=O)(=O)c2ccc(N3C(=O)c4c(Cl)c(Cl)c(Cl)c(Cl)c4C3=O)cc2)n1 the results were GPR7 antag -8, GalR3 antag -11, NALP1 yeast inh 24, MEKK2wt PB1 HTS 99, MEKK2 mut-MEK5 -2, OXTR ag -0.3, PfM18AAP inh -6, V1aR counter 0.8 and OXTR potentiate 0.
`NS(=O)(=O)c1ccc(-c2ccc(C=NC3CCS(=O)(=O)C3)o2)cc1` (configuration not stated) gave GPR7 antag -15, GalR3 antag -4, NALP1 yeast inh -10, MEKK2wt PB1 HTS 104, MEKK2 mut-MEK5 6, OXTR ag 1.4, PfM18AAP inh 3, V1aR counter 0.1 and OXTR potentiate 0.
For O=C(O)c1c(NC(=O)N2CCOCC2)sc2c1CCCC2 the results were GPR7 antag -21, GalR3 antag -12, NALP1 yeast inh 13, MEKK2wt PB1 HTS 113, MEKK2 mut-MEK5 12, OXTR ag -0.3, PfM18AAP inh 3, V1aR counter 0.4 and OXTR potentiate 1.
For Cc1[nH]n(-c2ccccc2)c(=O)c1/C=N/NC(=O)COc1ccccc1[N+](=O)[O-] the results were GPR7 antag -2, GalR3 antag -3, NALP1 yeast inh 14, MEKK2wt PB1 HTS 109, MEKK2 mut-MEK5 1, OXTR ag -1.0, PfM18AAP inh 1, V1aR counter 0.1 and OXTR potentiate -17.
For CCc1c(C)sc(NC(NC(C)=O)(C(=O)OC)C(F)(F)F)c1C#N (configuration not stated) the results were GPR7 antag -3, GalR3 antag 0, NALP1 yeast inh 29, MEKK2wt PB1 HTS 97, MEKK2 mut-MEK5 -3, OXTR ag 0.4, PfM18AAP inh 2, V1aR counter 0.7 and OXTR potentiate 7.

Reprinted at random: 2 entries already listed
Screening Nc1nc(SCc2ccccc2Cl)nc2nc3c(cc12)CCCC3 returned GPR7 antag 17, GalR3 antag -10, NALP1 yeast inh 6, MEKK2wt PB1 HTS 106, MEKK2 mut-MEK5 6, OXTR ag -1.1, PfM18AAP inh -3, V1aR counter -1.2 and OXTR potentiate -6.
For Cc1ccnc(NS(=O)(=O)c2ccc(N3C(=O)c4c(Cl)c(Cl)c(Cl)c(Cl)c4C3=O)cc2)n1 the results were GPR7 antag -8, GalR3 antag -11, NALP1 yeast inh 24, MEKK2wt PB1 HTS 99, MEKK2 mut-MEK5 -2, OXTR ag -0.3, PfM18AAP inh -6, V1aR counter 0.8 and OXTR potentiate 0.
